BoNT-A LC inh2 = BoNT/A light chain protease inhibitors, primary screen, biochemical, flow cytometry, MLPCN library. Botulinum neurotoxin type A light chain protease (Clostridium botulinum A str. ATCC 3502). multiplex microsphere protease substrate cleavage. inhibition, % at 10 µM. 360,000 tested, 0.17% active. AID 588499, 2011; note: plate controls were buffer without enzyme for full effect and enzyme alone for no effect
PfHsp40 yeast = rescue of yeast from PfHsp40 toxicity, primary screen, S. cerevisiae, ATP luminescence; S. cerevisiae expressing PfHsp40, growth rescue; growth rescue, % at 12.5 µM; 340,000 tested, 0.68% active; AID 504582, 2011; in the data active = growth rescue above about 28%, passing the limit was not always enough; inconclusive = no clear call, values can overlap the other calls;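 note: yeast W303a lacking pdr1 and pdr3 grown in galactose medium; growth measured after three days at 30 °C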
TcdB GH inh = TcdB glycohydrolase inhibitors, primary screen, biochemical, single point, plate reader; Toxin B (Clostridioides difficile), P18177; TcdB glycohydrolase enzymatic assay; inhibition, % at 9.99 µM; 350,000 tested, 0.24% active; AID 652162, 2013; in the data active = inhibition above about 10%
Vc quorum ag = inducers of Vibrio cholerae quorum light production without autoinducers, primary screen, BH1578 luxS cqsA deficient, single point; activation, % at 18.7 µM; 350,000 tested, 0.16% active; AID 588436, 2011; V. cholerae BH1578 lux reporter, luminescence, 6 h; in the data active = activation mostly above about 9.7%, no sharp cut-off; inconclusive = no clear call, values can overlap the other calls; inactive = mostly below about 3.7%; note: not every result past the cut was called active; inactives centre near 0; reference of the scale not given here
SSB-PriA inh = inhibitors of Klebsiella pneumoniae PriA binding to SSB C-terminal tail, primary screen, biochemical, AlphaScreen | AlphaScreen SSBct-PriA binding, biotinylated peptide | 430,000 tested, 0.6% active | PriA–SSB C-terminal tail interaction (Klebsiella pneumoniae) | inhibition, % at 33 µM; in the data active = inhibition mostly above about 37%, no sharp cut-off; inactive = mostly below about 20%;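 note: plate controls were negative control peptide for no effect and reference peptide for full effect; strong numbers were not always called active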
Yp Topo-I inh = Yersinia pestis topoisomerase I inhibitors, primary screen, biochemical, cleavage product accumulation, plate reader, single point; activity, % at 10 µM; 360,000 tested, 0.064% active; AID 504884, 2011; DNA topoisomerase I (Yersinia pestis CO92); Y. pestis Topo-I cleavage product accumulation; in the data active = activity above about 50%, passing the limit was not always enough; inconclusive = no clear call, values can overlap the other calls; note: inactives centre near 2
3CLpro inhibitor = SARS-CoV 3CLpro protease inhibitors, primary screen, biochemical, quenched FRET; Replicase polyprotein 1ab (Severe acute respiratory syndrome coronavirus), P0C6X7; recombinant SARS-CoV 3CLpro, quenched FRET peptide cleavage; inhibition, % at 6 µM; 290,000 tested, 0.14% active; AID 1706, 2009; in the data active = inhibition above about 12%
PrPC TRFRET = inhibitors of human cell surface prion protein PrPC, primary screen, cell-based, TR-FRET | AID 720596, 2013 | TR-FRET read-out | 370,000 tested, 0.43% active | inhibition, % at 13.8 µM | Major prion protein (Homo sapiens), P04156; in the data active = inhibition above about 24%; note: 0% = median of the test wells and 100% = reference compound wells
Anthrax LF prot = Bacillus anthracis LF protease inhibitors, primary screen, biochemical, multiplex microsphere, MLPCN library | multiplex microsphere protease cleavage assay | 360,000 tested, 0.12% active | AID 588501, 2011 | inhibition, % at 10 µM; note: plate controls were buffer without enzyme for full effect and enzyme alone for no effect
* hit, by the source's call; & = joins results of further samples. Cut-off read from the data, not from the text of the source, unless noted: active = inhibition above about 30%; inconclusive = no clear call, values can overlap the other calls; inactive = below that. An excerpt; rates above refer to the full screens.

O=C1N2CCCCC1(c1ccccc1)CCCC2 was read as BoNT-A LC inh2 -1.2, TcdB GH inh 1.4, PrPC TRFRET -5 and Anthrax LF prot -8.
For COc1ccc(N2CCN(C(CNC(=O)C(=O)NCCCn3ccnc3)c3cccnc3)CC2)cc1 (stereo not drawn) the results were BoNT-A LC inh2 -0.5, PfHsp40 yeast 0.0, TcdB GH inh 1.6, Vc quorum ag -0.2, SSB-PriA inh 4, Yp Topo-I inh -4, 3CLpro inhibitor -1, PrPC TRFRET 4 and Anthrax LF prot 0.
For O=C(CSc1ncnc2c1nnn2-c1ccc(F)cc1)NCC1CCCO1 (stereo not drawn) the results were BoNT-A LC inh2 0.0, PfHsp40 yeast 0.4, Vc quorum ag -17, SSB-PriA inh -14, Yp Topo-I inh -4, 3CLpro inhibitor -4, PrPC TRFRET 3 and Anthrax LF prot 3.
Screening Cc1cc(O)c(C2(O)C(=O)Nc3ccccc32)cc1C (stereo not drawn) returned BoNT-A LC inh2 -4.3, PfHsp40 yeast 1.4, TcdB GH inh 0.4, Vc quorum ag 0.5, SSB-PriA inh -14, Yp Topo-I inh 3, 3CLpro inhibitor -1, PrPC TRFRET -4 and Anthrax LF prot 2.
`O=C(Cn1cnc2c(cnn2-c2ccc(Cl)cc2)c1=O)N1CCN(c2ccccc2)CC1` gave BoNT-A LC inh2 -0.4, PfHsp40 yeast 0.7, TcdB GH inh 1.3, Vc quorum ag -0.3, SSB-PriA inh -6, Yp Topo-I inh 9, 3CLpro inhibitor 0, PrPC TRFRET 0 and Anthrax LF prot -1.
CC1=C(C(=O)N(C(C)C)C(C)C)CC(CC(=O)NCCCCc2ccccc2)C(=O)N1CCCN1CCCC1=O (stereo not drawn) was read as BoNT-A LC inh2 0.5, TcdB GH inh 1.4, PrPC TRFRET -6 and Anthrax LF prot -2.
COc1ccc(S(=O)(=O)N2CCCC2C(=O)n2nc(C)cc2C)cc1 (stereo not drawn) was read as BoNT-A LC inh2 0.0, PfHsp40 yeast -0.7, TcdB GH inh -0.7, Vc quorum ag -0.2, SSB-PriA inh -8, Yp Topo-I inh -6, 3CLpro inhibitor -1, PrPC TRFRET -4 and Anthrax LF prot -1.
`N#C/C(=C\c1ccccc1Cl)C(=O)NC(=O)Oc1ccccc1` gave BoNT-A LC inh2 -0.6, PfHsp40 yeast 0.1, Vc quorum ag inactive, SSB-PriA inh 1, Yp Topo-I inh 2, 3CLpro inhibitor 1, PrPC TRFRET -10 and Anthrax LF prot -2.
`COc1ccc(CNC(=O)CN(CC2CCCO2)C(=O)CNS(=O)(=O)c2ccc(F)cc2)cc1` (stereo not drawn) gave BoNT-A LC inh2 -3.9, PfHsp40 yeast -1.0, Vc quorum ag -0.6, SSB-PriA inh -14, Yp Topo-I inh -4, 3CLpro inhibitor -3, PrPC TRFRET 4 and Anthrax LF prot -2.
Cc1cnc(NC(=O)CSc2nnc(Cc3ccccc3)o2)s1 was read as BoNT-A LC inh2 inconclusive, PfHsp40 yeast 1.2, TcdB GH inh 0.7, Vc quorum ag -2.6, SSB-PriA inh -7, Yp Topo-I inh 13, 3CLpro inhibitor -8 and Anthrax LF prot -12.
For COC(=O)N/N=C/c1cn(CC(C)COc2ccccc2)c2ccccc12 (stereo not drawn) the results were BoNT-A LC inh2 -0.3, PfHsp40 yeast 8.2, Vc quorum ag -0.7, Yp Topo-I inh 28, 3CLpro inhibitor 2, PrPC TRFRET 10 and Anthrax LF prot -5.
`CC(=O)Nc1ccc(CN2CCN(Cc3ccc(F)c(F)c3)C(CCO)C2)cc1` (stereo not drawn) gave BoNT-A LC inh2 -0.5, PfHsp40 yeast 0.1, TcdB GH inh -0.2, Vc quorum ag 0.2, SSB-PriA inh -2, Yp Topo-I inh 2, 3CLpro inhibitor 5, PrPC TRFRET -4 and Anthrax LF prot -1.
COc1cccc(C(=O)/C=C/Nc2cccc(O)c2)c1 was read as BoNT-A LC inh2 0.1, PfHsp40 yeast 0.5, TcdB GH inh 2.0, Vc quorum ag -0.4, SSB-PriA inh -4, Yp Topo-I inh -2, 3CLpro inhibitor -6 and Anthrax LF prot -4.
`COC(=O)c1ccccc1NC(=O)CC#N` gave BoNT-A LC inh2 -0.1, PfHsp40 yeast -2.0, Vc quorum ag -0.7, SSB-PriA inh -10, Yp Topo-I inh -1, 3CLpro inhibitor 3, PrPC TRFRET 3 and Anthrax LF prot 5.
For CC(=NCc1ccco1)c1c(O)n(-c2ccccc2C)c(=O)[nH]c1=O the results were BoNT-A LC inh2 -0.5, PfHsp40 yeast -0.9, TcdB GH inh 1.1, Vc quorum ag -0.4, SSB-PriA inh 6, Yp Topo-I inh 6, 3CLpro inhibitor 1, PrPC TRFRET 3 and Anthrax LF prot -8.
For Cc1ccc(SCCC(=O)NCCSCc2ccco2)cc1 the results were BoNT-A LC inh2 -0.8, PfHsp40 yeast 1.1, TcdB GH inh -1.3, Vc quorum ag inactive, SSB-PriA inh -13, Yp Topo-I inh -9, 3CLpro inhibitor 0, PrPC TRFRET 3 and Anthrax LF prot 1.
Screening Cn1cc(SCC(=O)N2CCCc3ccccc32)c2ccccc21 returned BoNT-A LC inh2 -0.3, PfHsp40 yeast -0.5, TcdB GH inh 8.2, Vc quorum ag -0.2, SSB-PriA inh -3, Yp Topo-I inh 37, 3CLpro inhibitor 5, PrPC TRFRET -8 and Anthrax LF prot 4.
Screening CC(C)C(=O)c1c(C(C)C)nn2ccccc12 returned BoNT-A LC inh2 0.0, PfHsp40 yeast -2.4, TcdB GH inh 0.7, Vc quorum ag 0.5, SSB-PriA inh -4, Yp Topo-I inh -1, PrPC TRFRET 7 and Anthrax LF prot -2.
For COc1ccccc1NS(=O)(=O)c1cc(NC(=O)c2cccs2)ccc1N1CCCCC1 the results were BoNT-A LC inh2 -1.3, PfHsp40 yeast -1.4, TcdB GH inh -0.3, Vc quorum ag -0.7, SSB-PriA inh -10, Yp Topo-I inh -11, 3CLpro inhibitor 1, PrPC TRFRET -2 and Anthrax LF prot -1.
Screening CCc1nc2c(OCc3ccc(C(F)(F)F)cc3)cccn2c1N(C)C(=O)c1ccc(OC)cc1 returned BoNT-A LC inh2 -0.2, TcdB GH inh 1.7, Vc quorum ag -0.5, Yp Topo-I inh -2, PrPC TRFRET 4 and Anthrax LF prot -5.
`O=C1[C@H](Cc2ccccc2)NCC=CC[C@H](c2ccc(Cl)cc2)N1Cc1ccc(Cl)cc1` gave BoNT-A LC inh2 0.1, PfHsp40 yeast 9.5, TcdB GH inh 0.7, Vc quorum ag 5.3, SSB-PriA inh -14, Yp Topo-I inh 25, PrPC TRFRET -6 and Anthrax LF prot 2.
`COc1ccc(-c2noc(CSc3nc(-c4ccccc4)cc(=O)[nH]3)n2)cc1` gave BoNT-A LC inh2 -0.4, PfHsp40 yeast 0.1, Vc quorum ag inactive, SSB-PriA inh 4&-1, Yp Topo-I inh -7, 3CLpro inhibitor -3 and Anthrax LF prot 0.
`COC(C[C@@H]1O[C@@H]1C(=O)[C@@H](C)OCc1ccccc1)OC` gave BoNT-A LC inh2 -0.5, PfHsp40 yeast -0.3, TcdB GH inh -0.2, Vc quorum ag inactive, SSB-PriA inh -18, Yp Topo-I inh 3, PrPC TRFRET 0 and Anthrax LF prot -6.
For COc1ccccc1-c1cc2nc(NCCc3ccc(S(N)(=O)=O)cc3)ccn2n1 the results were BoNT-A LC inh2 0.2, TcdB GH inh -0.6, Vc quorum ag 0.5, Yp Topo-I inh 2, PrPC TRFRET -4 and Anthrax LF prot 0.

Sorted by number of heavy atoms (high to low): 3 of the compounds above.
`CC(=O)Nc1ccc(CN2CCN(Cc3ccc(F)c(F)c3)C(CCO)C2)cc1` (stereo not drawn) gave BoNT-A LC inh2 -0.5, PfHsp40 yeast 0.1, TcdB GH inh -0.2, Vc quorum ag 0.2, SSB-PriA inh -2, Yp Topo-I inh 2, 3CLpro inhibitor 5, PrPC TRFRET -4 and Anthrax LF prot -1.
`COc1ccc(-c2noc(CSc3nc(-c4ccccc4)cc(=O)[nH]3)n2)cc1` gave BoNT-A LC inh2 -0.4, PfHsp40 yeast 0.1, Vc quorum ag inactive, SSB-PriA inh 4&-1, Yp Topo-I inh -7, 3CLpro inhibitor -3 and Anthrax LF prot 0.
COc1ccc(S(=O)(=O)N2CCCC2C(=O)n2nc(C)cc2C)cc1 (stereo not drawn) was read as BoNT-A LC inh2 0.0, PfHsp40 yeast -0.7, TcdB GH inh -0.7, Vc quorum ag -0.2, SSB-PriA inh -8, Yp Topo-I inh -6, 3CLpro inhibitor -1, PrPC TRFRET -4 and Anthrax LF prot -1.

Following part
CCOP(=O)(OCC)C(Nc1ccccc1)c1cc(OC)ccc1OC (stereo not drawn) was read as BoNT-A LC inh2 0.4, PfHsp40 yeast 0.0, TcdB GH inh 0.6, Vc quorum ag 1.8, SSB-PriA inh 3, Yp Topo-I inh 8, 3CLpro inhibitor 1, PrPC TRFRET -1 and Anthrax LF prot 1.
Screening Cc1ccc(N2C(=O)CCSC23C(=O)Nc2ccccc23)cc1 (stereo not drawn) returned BoNT-A LC inh2 -0.6, PfHsp40 yeast -1.0, Vc quorum ag -0.3, SSB-PriA inh -4, Yp Topo-I inh -2, 3CLpro inhibitor -3, PrPC TRFRET 11 and Anthrax LF prot -11.
For Cc1cc(=O)[nH]c(Nc2ccc(N(C)C)cc2)n1 the results were BoNT-A LC inh2 -3.5, PfHsp40 yeast -1.9, TcdB GH inh -73, Vc quorum ag 0.8, SSB-PriA inh -6, Yp Topo-I inh -6, 3CLpro inhibitor 4, PrPC TRFRET -4 and Anthrax LF prot -24.
For O=C1NC(=O)N(c2ccc(F)cc2)C(=O)/C1=C/c1ccc(N2CCOCC2)cc1 the results were BoNT-A LC inh2 0.0, PfHsp40 yeast -0.1, TcdB GH inh 2.0, Vc quorum ag -0.6, SSB-PriA inh -1, Yp Topo-I inh 8, 3CLpro inhibitor -2, PrPC TRFRET 1 and Anthrax LF prot -1.
For CCOC(=O)COc1cc([N+](=O)[O-])cc2cccnc12 the results were BoNT-A LC inh2 0.4, PfHsp40 yeast -0.7, TcdB GH inh 1.0, Vc quorum ag inactive, SSB-PriA inh 3, Yp Topo-I inh -4, 3CLpro inhibitor 2, PrPC TRFRET -17 and Anthrax LF prot 4.
O=C(CC1C(=O)N(Cc2ccccc2)C(=S)N1CCN1CCOCC1)Nc1ccc(F)cc1 (stereo not drawn) was read as BoNT-A LC inh2 -0.5, PfHsp40 yeast -0.1, TcdB GH inh 2.6, Vc quorum ag inactive, SSB-PriA inh -16, Yp Topo-I inh 1, 3CLpro inhibitor 0, PrPC TRFRET -11 and Anthrax LF prot -4.
For N#Cc1ccc(COC(=O)c2cccnc2Cl)cc1 the results were BoNT-A LC inh2 1.2, PfHsp40 yeast -1.5, TcdB GH inh 2.1, Vc quorum ag -0.4, SSB-PriA inh -6, Yp Topo-I inh 3, 3CLpro inhibitor -1, PrPC TRFRET 4 and Anthrax LF prot 4.
Screening CCOC(=O)c1c(NC(=O)CN2CCOCC2)sc(C(=O)NC)c1C returned BoNT-A LC inh2 -0.7, PfHsp40 yeast 1.1, Vc quorum ag 3.0, SSB-PriA inh -8, Yp Topo-I inh 1, 3CLpro inhibitor 1, PrPC TRFRET 2 and Anthrax LF prot 0.

Screening data (PubChem BioAssay)
